# Screening results as filed in PubChem.
# USP1 inh: USP1/UAF1 (human) deubiquitinase inhibition; O94782; recombinant USP1/UAF1, Ub-Rhodamine cleavage fluorescence; Potency, µM (titrated, usually from 57.1 µM), for inactives: at the highest dose activity change, negative = inhibition, actives largely listed as inhibitors; hit rate 0.23% among 390,000; AID 743255; further: on the % scale 0 is the no-effect control and ±100 the full control effect; nearly all actives have a fitted effect of over 60% in size; inactives centre near -12
#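 1 nM enzyme complex + cpd, 15 min RT; start with Ub-Rho 150nM final; kinetic fluorescence ex 480/em 540, 6 reads q60 s. Buffer 50mM HEPES pH 7.8, 0.5mM EDTA, 0.1 mg/ml BSA, 1mM TCEP, 0.01% Tween-20.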
# Vif-A3F inh: blocks the Vif interaction with APOBEC3F; HeLa A3F-eYFP + Vif (tagged APOBEC3F with the HIV-1 protein that degrades it), YFP fluorescence increase; Potency, µM (doses to about 46.1 µM), for the others: at the highest dose activity, negative = active; hit rate 0.2% among 390,000; further: % of control where 0% means no effect; nearly all actives have a fitted effect of over 65% in size
#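 HeLa cells stably expressing Vif plus C-terminally eYFP-tagged A3F were seeded, incubated overnight at 37 deg C, dosed with compound, incubated overnight again at 37 deg C. Yellow fluorescence (Ex 488/Em 500-530) reported blocked Vif-mediated A3F-eYFP degradation.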
# IDH1 R132H inh: inhibitors of human mutant IDH1 R132H; O75874; IDH1-R132H enzyme, NADPH consumption, diaphorase/resazurin fluorescence; hit rate 0.093% among 390,000; Potency, µM (series often up to 76.6 µM), without a hit: at the highest dose activity change, negative = inhibition, most hits filed as inhibitors; further: on the % scale 0 is the no-effect control and ±100 the full control effect; nearly all actives have a fitted effect of over 65% in size
#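 IDH1-R132H (0.5 ug/mL dispensed) in pH 7.5 Tris buffer was preincubated 30 min with compound, then given a substrate mix of 0.016 mM NADPH and 2 mM alpha-KG for 80 min at room temperature; remaining NADPH was read by diaphorase/resazurin fluorescence.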
# TrxR1 substrate: substrates of rat thioredoxin reductase 1; purified TrxR1 substrate turnover, NADPH consumption readout; Potency, µM (top dose mostly 114 µM), inactives show at the highest dose activity change, negative = substrate turnover; hit rate 0.01% among 390,000; AID 588456; further: on the % scale 0 is the no-effect control and ±100 the full control effect; nearly all actives have a fitted effect of over 50% in size
# Target sequence (O89049 whole entry, looked up): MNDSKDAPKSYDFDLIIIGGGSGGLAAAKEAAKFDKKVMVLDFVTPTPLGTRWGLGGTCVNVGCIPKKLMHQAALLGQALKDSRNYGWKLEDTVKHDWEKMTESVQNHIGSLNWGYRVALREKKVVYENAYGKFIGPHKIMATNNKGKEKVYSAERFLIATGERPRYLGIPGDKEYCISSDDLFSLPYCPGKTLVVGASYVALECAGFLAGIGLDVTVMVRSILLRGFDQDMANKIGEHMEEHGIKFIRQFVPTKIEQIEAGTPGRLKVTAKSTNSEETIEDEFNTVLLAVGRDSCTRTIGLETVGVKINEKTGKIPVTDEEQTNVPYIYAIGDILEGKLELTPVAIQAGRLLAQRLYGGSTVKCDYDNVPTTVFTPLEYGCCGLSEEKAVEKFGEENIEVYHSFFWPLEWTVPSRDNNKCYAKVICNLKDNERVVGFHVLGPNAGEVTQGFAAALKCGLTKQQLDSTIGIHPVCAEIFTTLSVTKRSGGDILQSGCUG
#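 Rat TrxR1, dispensed at 90 nM, was prereduced with 400 uM NADPH (final) for 5 min at ~22 deg C, then incubated with compound 15 min before 400 uM selenite. A first-read NADPH fluorescence drop versus no-compound background flagged substrates.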
# RGS4 inh: inhibitors of human regulator of G protein signaling 4; Transcreener GDP fluorescence polarization, RGS4-accelerated GTP hydrolysis; Potency, µM (series often up to 114 µM), inactives show at the top dose activity change, negative = inhibition, actives largely listed as inhibitors; hit rate 0.039% among 390,000; further: on the % scale 0 is the no-effect control and ±100 the full control effect; nearly all actives have a fitted effect of over 75% in size; some results filed as inactive show a strong effect at the top dose
# Target sequence (P49798 whole entry, looked up): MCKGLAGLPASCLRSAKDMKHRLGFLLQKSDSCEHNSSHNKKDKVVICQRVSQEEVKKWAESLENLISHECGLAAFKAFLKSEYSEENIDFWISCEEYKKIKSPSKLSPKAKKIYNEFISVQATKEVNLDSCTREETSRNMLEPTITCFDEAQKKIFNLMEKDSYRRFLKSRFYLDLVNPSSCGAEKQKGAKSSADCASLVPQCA
#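 MLSMR compounds (23 nl, pin-transferred) preincubated 10 min at room temperature with a 500nM (2x) first reagent, then RGS4 at 900nM (2x) plus Transcreener GDP mix added; fluorescence polarization (620/688 nm) read before and after 90 min at 30 °C.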
# TrxR1 inh: inhibitors of rat thioredoxin reductase 1; recombinant rTrxR1, NADPH fluorescence consumption, selenite substrate; Potency, µM (doses to about 114 µM), for the others: at the highest dose activity change, negative = inhibition, most hits filed as inhibitors; hit rate 1% among 390,000; AID 588453; further: on the % scale 0 is the no-effect control and ±100 the full control effect; nearly all actives have a fitted effect of over 65% in size
#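 Rat TrxR1 (90 nM in the dispensed reagent) was pre-reduced with 400 uM NADPH for 5 min at room temperature, then incubated with compound for 15 min. After 400 uM selenite was added, NADPH fluorescence (Ex 340/Em 450 nm) was followed for 8 min.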
# RXFP1 ag: RXFP1 (human) receptor agonism. hit rate 0.3% among 370,000. Potency, µM (highest dose often 57.5 µM), for the others: top-dose activation, usual class: activators. Q9HBX9. HEK293T-RXFP1 cAMP TR-FRET, 30 min; response scale: percent of porcine relaxin response, buffer zero; further: on the % scale 0 is the no-effect control and ±100 the full control effect; nearly all actives have a fitted effect of over 60% in size; many of its hits are not listed in these tables
#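 HEK293 cells stably expressing RXFP1, treated 30 min at 37C with compounds plus PDE4 inhibitor Ro 20174; cAMP measured by HTRF TR-FRET. Normalized to buffer and 29 nM porcine relaxin; EC50 by Hill fit.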
# Vif-A3G inh: inhibitors of Vif-APOBEC3G interaction; Q9HC16; HeLa A3G-eYFP + Vif (tagged APOBEC3G with the HIV-1 protein that degrades it), YFP fluorescence, overnight; Potency, µM (highest dose often 46.1 µM), inactives show at the top dose activity, negative = active, most hits filed as inhibitors; hit rate 0.076% among 410,000;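 further: on the % scale 0 is the no-effect control and ±100 the full control effect; nearly all actives have a fitted effect of over 60% in size; hits raise eYFP signal because A3G escapes Vif-driven loss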
# Target sequence (Q9HC16 whole entry, looked up): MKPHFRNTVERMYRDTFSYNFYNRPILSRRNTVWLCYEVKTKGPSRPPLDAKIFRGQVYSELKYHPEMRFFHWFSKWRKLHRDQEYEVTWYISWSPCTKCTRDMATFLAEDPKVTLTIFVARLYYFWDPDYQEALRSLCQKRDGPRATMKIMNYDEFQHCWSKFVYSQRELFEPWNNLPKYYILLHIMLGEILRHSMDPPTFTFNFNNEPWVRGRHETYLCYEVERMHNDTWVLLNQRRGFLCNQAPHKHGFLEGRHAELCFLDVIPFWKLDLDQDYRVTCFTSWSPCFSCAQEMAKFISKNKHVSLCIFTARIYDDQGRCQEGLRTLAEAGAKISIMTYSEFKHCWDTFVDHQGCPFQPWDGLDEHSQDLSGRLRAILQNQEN
#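 Read-out is eYFP fluorescence (Ex 488/Em 500-530) from Vif-expressing HeLa A3G-eYFP cells; more signal means A3G escaped Vif-mediated degradation. Cells plated overnight, compound pinned in, incubated overnight at 37 deg C.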
# 12-LOX inh: blocks human arachidonate 12S-lipoxygenase | Potency, µM (doses to about 108 µM), for the others: top-dose activity change, negative = inhibition, usual class: inhibitors | purified 12hLO, xylenol orange hydroperoxide absorbance | hit rate 1.1% among 580,000 | AID 1671190 | P18054; further: on the % scale 0 is the no-effect control and ±100 the full control effect
#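 Purified human 12hLO (150 nM final) in 25 mM Hepes, 0.01% Triton X-100, pH 7.0 was preincubated 15 min at room temperature with compound. Then 40 uM arachidonic acid was added, 30 min. Hydroperoxide was read by Fe-XO absorbance ratio 573/405 nm.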
# An asterisk follows results filed as active; ? = inconclusive; nt = no result given; [ ] = another dose, or the depositor's remark. The call rests on the fitted dose curve; in most records, active means well fitted curve in the direction sought with a large enough effect; inconclusive means small, poorly fitted or top-dose-only effect, or another doubt; inactive means no such curve, though single readings can be large; an effect the other way counts as inactive or inconclusive. Potency means the concentration at half of the fitted maximal effect. The list is partial, so the mix of outcomes need not match the whole.
(1) Cc1ccccc1-c1nc(CN2CCCC2c2ccc(F)cc2)c(C)o1 (stereo not given)
(2) Cc1nc2ccccc2n1CCc1nc2c3ccccc3nc(SCC(=O)Nc3ccc(C(C)C)cc3)n2n1
(3) COC(=O)c1ccc(-c2nn(C)c(=O)c3ccccc23)cc1
(4) CN(C)c1cnn(-c2ccccc2)c(=O)c1Cl
(5) Nc1c(NCCc2ccccc2)c2ccccc2oc1=O
(6) CC(C)(C)C(=O)/C=c1\[nH]c(=O)/c(=C\c2ccc(C#N)cc2)s1
(7) COc1ccc(OCC(=O)N2CCCC(CO)(CCOc3ccccc3)C2)cc1 (stereo not given)
(8) CC(=O)N1CCC(N(CCN2CCOCC2)C(=S)Nc2cc(C)cc(C)c2)CC1

Compound,1,2,3,4,5,6,7,8
USP1 inh,-16%,-14%,?,-10%,-17%,-1%,-27%,-7%
Vif-A3F inh,5%,4%,5%,-4%,-1%,nt,0%,1%
IDH1 R132H inh,0%,3%,5%,-3%,-1%,3%,-5%,-13%
TrxR1 substrate,-7%[57.1 µM],-2%[57.1 µM],2%,-11%,-3%,-11%,5%,4%
RGS4 inh,12%,-16%,-41%,1%,-2%,14%,13%,22%
TrxR1 inh,-9%[57.1 µM],16%[57.1 µM],19%,-13%,4%,-2%,18%,-4%
RXFP1 ag,1.0%,-0.4%,1.3%,-0.6%,-0.3%,1.6%,0.3%,0.1%
Vif-A3G inh,0%,-4%,2%,4%,1%,-6%,1%,-1%
12-LOX inh,-9%,?,-21%,-13%,-12%,0%,11%,-7%

(9) COc1ccc(C2Nc3ccccc3NC3=C2C(=O)CC(C)(C)C3)cc1O (stereo not given)
(10) CCCCCn1c(=O)c2ccccc2n2c(=S)[nH]nc12
(11) CCCCCCCCCCCCCCCC(=O)NCCO
(12) Cc1cccc(Cc2c(C)nc3nc(SCc4ccccc4Cl)nn3c2C)c1
(13) Cc1ccc(N(CC(=O)Nc2cc(Cl)ccc2Oc2ccccc2)S(C)(=O)=O)c(C)c1
(14) COc1ccc(NC(=O)CSc2nnc(NC(=O)c3ccco3)s2)cc1OC
(15) N#C/C(=C\c1ccccc1)C(=O)NNS(=O)(=O)c1cccc([N+](=O)[O-])c1
(16) Cc1ccc(S(=O)(=O)C/N=C(/NC(=S)N(c2ccccc2)c2ccccc2)c2ccccc2)cc1

Compound,9,10,11,12,13,14,15,16
USP1 inh,-13%,-21%,-20%,-15%,-20%,1%,-4%,-15%
Vif-A3F inh,-7%,-13%,7%,0%,-8%,12%,4%,2%
IDH1 R132H inh,12%,-5%,0%,8%,2%,-1%,-9%,1%
TrxR1 substrate,-7%[57.1 µM],2%,2%[57.1 µM],12%,3%[57.1 µM],-8%,-2%,-7%
RGS4 inh,?,?,16%[56.9 µM],8%,-42%,-2%,-15%,?
TrxR1 inh,?,-12%,3%[57.1 µM],27%,1%[57.1 µM],-5%,10µM*,?
RXFP1 ag,-3.4%,3.2%,0.9%,?,7.6%,-2.4%,nt,-1.4%
Vif-A3G inh,-6%,0%,1%,-5%,-4%,0%,-2%,0%
12-LOX inh,0%,45µM*,7%,0%,23%,-1%,?,?

# Some of the entries above in a different format.
9	COc1ccc(C2Nc3ccccc3NC3=C2C(=O)CC(C)(C)C3)cc1O (stereo not given)
  USP1 inh: -13%
  Vif-A3F inh: -7%
  IDH1 R132H inh: 12%
  TrxR1 substrate: -7%[57.1 µM]
  RGS4 inh: ?
  TrxR1 inh: ?
  RXFP1 ag: -3.4%
  Vif-A3G inh: -6%
  12-LOX inh: 0%
10	CCCCCn1c(=O)c2ccccc2n2c(=S)[nH]nc12
  USP1 inh: -21%
  Vif-A3F inh: -13%
  IDH1 R132H inh: -5%
  TrxR1 substrate: 2%
  RGS4 inh: ?
  TrxR1 inh: -12%
  RXFP1 ag: 3.2%
  Vif-A3G inh: 0%
  12-LOX inh: 45µM*

# (continued)
(17) Cc1nc(-c2ccc([N+](=O)[O-])cc2)sc1C(=O)O
(18) O=C(Nc1ccc(-c2nc3ncccc3o2)cc1)c1ccc([N+](=O)[O-])o1
(19) CNC(=O)c1c(NC(=O)c2ccc(S(=O)(=O)N3CCCCC3)cc2)sc2c1CCC2
(20) COc1ccc(-n2c(=O)c3c4c(sc3n(Cc3ccc(F)cc3)c2=O)CN(C(C)=O)CC4)c(OC)c1
(21) CCc1occc(=O)c1Oc1cc(NN2CCCCC2)c([N+](=O)[O-])cc1[N+](=O)[O-]
(22) N#CC1=C(N2CCCCC2)c2cc3c(n2C1=O)CCCC3
(23) CCc1ccccc1N/C(=N\S(=O)(=O)c1ccccc1)C(F)(F)F
(24) O=C1/C(=C/c2ccc(O)c(O)c2)SC(=S)N1Nc1ccccc1

Compound,17,18,19,20,21,22,23,24
USP1 inh,?,-15%,-16%,-7%,-5%,-1%,-15%,?
Vif-A3F inh,-18%,?,-1%,8%,-10%,6%,0%,?
IDH1 R132H inh,-5%,1%,1%,-7%,13%,3%,7%,-2%
TrxR1 substrate,-6%[57.1 µM],4%,1%[57.1 µM],-8%,-2%[57.1 µM],-9%,-5%,-5%
RGS4 inh,-2%,6%,-15%,8%,-26%,29%,-11%,-53%
TrxR1 inh,-3%[57.1 µM],4%,13%[57.1 µM],-8%,14%[57.1 µM],-13%,0%,-2%
RXFP1 ag,10%,2.2%,1.2%,-2.5%,0.2%,3.7%,0.1%,0.8%
Vif-A3G inh,-1%,-3%,-15%,10%,-5%,-7%,5%,-2%
12-LOX inh,-19%,-3%,-24%,-2%,-13%,-2%,-14%,nt

(25) O=C(NC1CCCCCC1)c1ccc2nc3cc(Cl)ccc3c(=O)n2c1
(26) CC1(NC(=O)Cc2csc(-c3cccc(Cl)c3)n2)CCS(=O)(=O)C1 (stereo not given)
(27) CCOc1ccc2nc(N3CCCC(C(=O)NCc4ccccc4OC)C3)sc2c1 (stereo not given)
(28) CCOC(=O)N1CCN(C(=O)c2ccc(Cl)nc2)CC1
(29) CCOC(=O)/C(C#N)=C/c1c(N2CCN(c3ccc(OC)cc3)CC2)nc2c(C)cccn2c1=O
(30) O=C(Nc1ccccc1Br)C1CCN(S(=O)(=O)c2cccs2)CC1
(31) O=C(CNCC1CCCO1)Nc1ccc(N2CCCCCC2)cc1 (stereo not given)
(32) CCOc1ccc(NC(=O)CSc2nc3ccsc3c(=O)n2C(C)CC)cc1 (stereo not given)

Compound,25,26,27,28,29,30,31,32
USP1 inh,-12%,-19%,-18%,-14%,-21%,-2%,-12%,7%
Vif-A3F inh,-10%,-5%,-3%,-1%,-2%,-1%,2%,-9%
IDH1 R132H inh,3%,1%,-2%,10%,-3%,1%,10%,13%
TrxR1 substrate,48%,6%,4%,10%,1%[57.1 µM],5%[11.4 µM],1%,5%[57.1 µM]
RGS4 inh,-3%,-6%,4%,2%,-18%,-12%,-8%,-4%
TrxR1 inh,8%[57.1 µM],23%,10%,17%,5%[57.1 µM],9%[11.4 µM],9%,13%[57.1 µM]
RXFP1 ag,18%,3.8%,0.1%,0.9%,0.6%,nt,-0.2%,-0.9%
Vif-A3G inh,-2%,5%,3%,-2%,2%,3%,1%,-6%
12-LOX inh,-10%,284%[activator],-7%,6%,0%,-8%,18%,-26%

(33) CSc1nc2c(c(=O)[nH]c(=O)n2C)n1CCCc1ccccc1
(34) Cc1occc1C(=O)Nc1nnc(C2CCCCC2)s1
(35) COC(=O)C1=C(C)OC(N)=C(C#N)C1c1c(C)nn(-c2ccccc2)c1Cl (stereo not given)
(36) Cc1cc(C)c(S(=O)(=O)NCCc2sc3nc(-c4ccc(F)cc4)nn3c2C)c(C)c1
(37) Cc1nc(NC(=O)COC(=O)/C=C/c2ccco2)c(Cl)cc1Cl

Compound,33,34,35,36,37
USP1 inh,-11%,-8%,-7%,-5%,-14%
Vif-A3F inh,-3%,-4%,nt,-8%,1%
IDH1 R132H inh,-13%,7%,12%,-8%,5%
TrxR1 substrate,-6%,-3%,-5%,1%[57.1 µM],4%
RGS4 inh,2%,-11%,8%,-5%,?
TrxR1 inh,-1%,8%,-17%,10%[57.1 µM],40µM*
RXFP1 ag,0.1%,2.5%,2.0%,0.8%,3.1%
Vif-A3G inh,4%,-9%,-22%,4%,-7%
12-LOX inh,?,22%,-25%,8%,?

# In the list so far, these have an aryl thioether with sulfur outside any ring:
(2) Cc1nc2ccccc2n1CCc1nc2c3ccccc3nc(SCC(=O)Nc3ccc(C(C)C)cc3)n2n1
(12) Cc1cccc(Cc2c(C)nc3nc(SCc4ccccc4Cl)nn3c2C)c1
(14) COc1ccc(NC(=O)CSc2nnc(NC(=O)c3ccco3)s2)cc1OC
(32) CCOc1ccc(NC(=O)CSc2nc3ccsc3c(=O)n2C(C)CC)cc1 (stereo not given)
(33) CSc1nc2c(c(=O)[nH]c(=O)n2C)n1CCCc1ccccc1

Compound,2,12,14,32,33
USP1 inh,-14%,-15%,1%,7%,-11%
Vif-A3F inh,4%,0%,12%,-9%,-3%
IDH1 R132H inh,3%,8%,-1%,13%,-13%
TrxR1 substrate,-2%[57.1 µM],12%,-8%,5%[57.1 µM],-6%
RGS4 inh,-16%,8%,-2%,-4%,2%
TrxR1 inh,16%[57.1 µM],27%,-5%,13%[57.1 µM],-1%
RXFP1 ag,-0.4%,?,-2.4%,-0.9%,0.1%
Vif-A3G inh,-4%,-5%,0%,-6%,4%
12-LOX inh,?,0%,-1%,-26%,?
